# Compound activity from PubChem BioAssay.
# IMP-1 inhibitor – IMP-1 metallo-beta-lactamase inhibitors, primary screen, biochemical, epi-absorbance readout, Pseudomonas aeruginosa enzyme | inhibition, % at 5.6 µM | purified IMP-1, nitrocefin hydrolysis, epi-absorbance fluorescence | metallo-beta-lactamase IMP-1 (Pseudomonas aeruginosa) | 0.45% of 290,000 active;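 active = inhibition above the mean plus 3 SD of all compounds in the same screening run, cut at about 4.5% in these data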;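 also: 0% = IMP-1 with DMSO and 100% = DMSO wells lacking enzyme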
#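 Test system: recombinant IMP-1 enzyme, purified / Medium: HEPES buffer pH 7.1 with ZnSO4 and Brij 35 / Doses: single dose, 5.6 µM / Times: 25 °C, 15 min preincubation, 25 min reaction / Detection: Epi-absorbance via hydrolysed-nitrocefin quenching of white-plate fluorescence, 480/530 nm, EDTA stop / Evaluation: percent inhibition from optical density relative to buffer-blank wells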
# p-CIP stab down – p/CIP-EGFP fusion destabilizers, primary screen, fluorescence, F442A cells; decrease of EGFP signal, % at 10 µM; 0.01% of 290,000 active; 16 h; AID 1984, 2009;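 active = EGFP signal decrease of at least 30% at 10 µM or well 3 SD below plate mean, unless failing retest; inactive = the rest, including hits failing retest or dose response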; also: some compounds called inactive have numbers as strong as hits; many of its hits are not listed in these tables
# VIM-2 inh – VIM-2 metallo-beta-lactamase inhibitors, primary screen, biochemical, epi-absorbance readout, Pseudomonas aeruginosa enzyme; inhibition, % at 5.6 µM; AID 1527, 2009; 0.89% of 290,000 active; purified VIM-2, nitrocefin hydrolysis, epi-absorbance fluorescence;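 active = inhibition above the mean of all tested compounds plus 3 SD, cutoff set per screening run, cut at about 7.5% in these data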;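 also: red hydrolysis product quenches plate fluorescence so inhibitors raise well fluorescence; 0% = enzyme with DMSO and 100% = DMSO without enzyme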
# IDE cell activ – human IDE activators in live cells, primary screen, fluorescence polarization, HEK cells, FAbeta-B substrate; FAbeta-B cleavage; 0% vehicle, 100% cell-free pure enzyme wells; AID 493087, 2011; 0.073% of 340,000 active; activation, % at 5.96 µM;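 active = activation above the mean of all tested compounds plus 3 SD, set per screening campaign, cut at about 17% in these data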
# PHOSPHO1 inh – PubChem AID 1565. recombinant PHOSPHO1, absorbance phosphatase assay. inhibition, % at 13.3 µM. 1.1% of 290,000 active; in the data active = inhibition above about 60%
# Target sequence (Q8TCT1 whole entry, looked up): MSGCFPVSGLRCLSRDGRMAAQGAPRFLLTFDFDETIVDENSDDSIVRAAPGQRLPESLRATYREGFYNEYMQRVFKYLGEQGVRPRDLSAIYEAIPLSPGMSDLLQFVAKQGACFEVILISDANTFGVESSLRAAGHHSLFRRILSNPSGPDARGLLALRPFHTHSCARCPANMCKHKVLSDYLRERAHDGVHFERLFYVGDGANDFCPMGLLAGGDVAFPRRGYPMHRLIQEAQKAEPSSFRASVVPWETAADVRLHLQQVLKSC
# UBC9 SUMO inh – inhibitors of in vitro SUMOylation cascade, primary screen, biochemical, HTRF, uHTS | inhibition, % at 35 µM | AID 2006, 2009 | 0.36% of 290,000 active | HTRF SUMOylation assay, SAE1/SAE2 + UBC9; in the data active = inhibition above about 50%, passing the limit was not always enough; also: strong numbers were not always called active
# Target sequence (P63279 whole entry, looked up): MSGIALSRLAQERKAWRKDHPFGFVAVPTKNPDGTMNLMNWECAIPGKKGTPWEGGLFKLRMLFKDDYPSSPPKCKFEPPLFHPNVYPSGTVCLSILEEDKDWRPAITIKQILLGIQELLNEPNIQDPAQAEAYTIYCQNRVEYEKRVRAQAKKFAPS
# FID counter – compounds displacing fluorescent DNA intercalator, primary screen, artefact control for HCV NS3 helicase inhibitor project, biochemical, FID fluorescence | DNA fluorescent intercalator displacement | inhibition, % at 7.9 µM | 0.17% of 290,000 active; in the data active = inhibition above about 37%;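 also: 0% = vehicle and 100% = reference compound; higher means more ethidium bromide displaced from hairpin DNA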
# MEKK3 PB1 HTS – modulators of MEKK3-MEK5 PB1 binding, primary screen, biochemical, wildtype MEKK3, multiplex bead flow cytometry, Alexa488-MEK5 | Mitogen-activated protein kinase kinase kinase 3 (Homo sapiens), Q99759 | bead-based flow cytometry, Alexa488-MEK5 binding to MEKK3; actives lie on both sides; 0 = blocked by unlabeled MEK5, 100 = vehicle | binding response (% of control), % at 10 µM | 1.4% of 290,000 active;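 active = binding response more than 3 SD above or below the average of its plate-row segment, actives on both sides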;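 also: Alexa488 bead fluorescence after subtracting the streptavidin-only scavenger bead signal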
# Target sequence (Q99759 whole entry, looked up): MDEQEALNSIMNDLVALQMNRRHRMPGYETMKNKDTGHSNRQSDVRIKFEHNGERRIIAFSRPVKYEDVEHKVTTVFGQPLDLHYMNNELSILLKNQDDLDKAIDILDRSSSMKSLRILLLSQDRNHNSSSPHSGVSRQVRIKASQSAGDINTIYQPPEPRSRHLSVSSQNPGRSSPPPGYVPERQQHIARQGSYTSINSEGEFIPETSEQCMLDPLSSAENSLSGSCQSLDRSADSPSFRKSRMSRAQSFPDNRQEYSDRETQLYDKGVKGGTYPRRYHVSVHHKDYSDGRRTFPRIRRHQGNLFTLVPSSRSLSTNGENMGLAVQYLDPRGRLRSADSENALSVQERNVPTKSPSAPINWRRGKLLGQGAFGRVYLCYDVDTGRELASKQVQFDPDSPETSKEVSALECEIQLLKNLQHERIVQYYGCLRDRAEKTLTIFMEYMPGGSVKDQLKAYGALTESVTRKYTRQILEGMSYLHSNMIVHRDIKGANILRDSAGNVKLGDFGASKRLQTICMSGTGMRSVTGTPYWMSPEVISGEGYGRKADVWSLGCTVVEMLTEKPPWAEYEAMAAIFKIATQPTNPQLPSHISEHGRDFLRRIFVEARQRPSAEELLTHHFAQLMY
# HCV NS3 hel inh – inhibitors of HCV NS3 helicase, primary screen, biochemical, Cy5 molecular beacon fluorescence. NS3 helicase DNA unwinding. inhibition, % at 10.9 µM. 0.56% of 290,000 active;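 active = inhibition above the mean of all tested compounds plus 3 SD, set per campaign, cut at about 35% in these data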;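 also: 0% = DMSO wells and 100% = thioflavine S control wells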
#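 Test system: hepatitis C virus NS3 helicase domain fragment enzyme. Also added: annealed dual-labelled DNA beacon duplex, ATP-started. Timing: 60 min unwinding reaction at 25 °C after ATP addition. Technique: Cy5 fluorescence. Measure: % inhibition of unwinding.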
# Active calls of the source: *; x = no result given. Not all compounds are listed, so the mix of outcomes need not match the whole.
SMILES,IMP-1 inhibitor,p-CIP stab down,VIM-2 inh,IDE cell activ,PHOSPHO1 inh,UBC9 SUMO inh,FID counter,MEKK3 PB1 HTS,HCV NS3 hel inh
Cc1ccc2cc(CN(c3ccccc3C)S(=O)(=O)c3ccccc3)c(=O)[nH]c2c1,-1.1,-15.3,-2.8,1.6,2.1,-1.8,-23.9,102.0,-8.1
O=C(C1CC(=O)N(C2CCCC2)C1)N1CCN(c2cccc(Cl)c2)CC1 (stereo not given),-1.3,7.9,-1.4,-3.2,9.8,10.2,-11.4,101.0,0.3
CC1SCC(=NOCc2ccccc2)CS1 (stereo not given),-3.6,4.2,-3.4,x,24.6,4.0,-1.4,98.0,1.4
O=C(CCCCl)Oc1ccc2cc(-c3ccc4ccccc4n3)c(=O)oc2c1,1.0,-37.2,-1.0,-49.4,-4.6,25.8,-2.1,126.0,4.9
CCN1CCN(c2ccc(NC(=O)c3cccc(OCc4ccccc4)c3)cc2)CC1,-2.6,-25.9,5.4,11.0,12.8,14.4,27.2,100.0,-29.7
CCN(CC)CCCNC(=O)Cn1ncn2cccc2c1=O,-4.3,-7.5,-2.7,0.0,-6.0,2.5,-0.3,101.0,-7.2
CCc1nnc(NC(=O)CSc2nnc(-c3ccccc3O)n2-c2ccc(C)cc2)s1,-1.7,4.3,-1.4,-3.0,12.7,11.7,-4.2,100.0,0.2
Cn1c(=O)oc2cc(S(=O)(=O)N3CCC(C(=O)NCc4ccccc4)CC3)ccc21,-1.4,-0.1,-2.0,4.0,20.2,6.3,-7.9,100.0,-2.2
c1ccc(N2CCN(c3c4c(nc5ncnn35)CCC4)CC2)cc1,-2.8,-16.1,-1.4,-6.7,-20.1,9.4,-18.6,102.0,3.7
CCN(CC)c1ccc2nc3c4ccccc4c(=O)cc-3oc2c1,0.4,-147.0,6.9,x,23.3,-16.7,-2.0,89.0,71.3*
Cc1ccc(N(C(C)C(=O)O)S(=O)(=O)c2c(C)n[nH]c2C)cc1 (stereo not given),-1.4,-10.2,-0.4,4.2,3.4,25.2,3.2,101.0,5.6
Cc1ccc(-n2c(C)cc(=O)cc2C)cc1[N+](=O)[O-],-3.1,11.4,-0.3,3.3,12.1,0.3,-1.3,101.0,15.5
C/C(=N\NC(=O)c1ccc(N)cc1)C1CC1,-2.9,-10.8,-1.8,4.9,23.3,-7.1,-8.4,103.0,-1.8
COc1ccc(NC(=O)CN2CCN(CC(=O)Nc3ccccc3Cl)CC2)c(OC)c1,-5.2,-1.1,-2.7,-9.2,11.6,0.5,-4.3,98.0,-5.2
Cc1ccc(CNC(=O)c2ccccc2SCC(=O)NCC2CCCCC2)cc1,1.3,-9.6,-0.1,-1.2,-33.9,-0.9,-7.5,97.0,-0.9
O=c1[nH]c(NC2CCCCC2)c([N+](=O)[O-])c(=O)[nH]1,-0.7,4.2,0.3,-1.8,4.5,3.1,0.8,93.0,4.0
COc1ccc(OC)c(NC(=O)CCC(=O)N(Cc2ccc(OC)c(OC)c2)c2nccs2)c1,-4.2,-10.1,-2.6,2.1,37.0,11.5,-16.7,102.0,10.5
O=[n+]1cc(-c2ccccc2)n([O-])c2c1CCCCC2,-4.1,-26.7,-2.2,3.6,-9.2,-2.3,-2.5,108.0,7.9
O=C(CCn1cccc1)NCc1ccc2c(c1)OCO2,2.5,1.9,0.6,1.7,10.2,6.1,9.1,112.0,17.3
CCc1nnc(NS(=O)(=O)c2ccc(NC(=O)c3cccc([N+](=O)[O-])c3)cc2)s1,-2.6,-3.3,-3.0,-4.7,12.0,-3.6,-34.3,103.0,0.8
Cc1c(C(=O)N2CCN(c3ccccc3F)CC2)sc2ncn(CC(=O)N3CCOCC3)c(=O)c12,0.8,-5.2,0.3,-2.0,18.3,-3.6,-27.1,x,2.8
CN1CCN(C(=O)c2cc(-c3cccc(Cl)c3)on2)CC1,-5.6,-14.5,-2.2,-6.4,11.1,7.5,-1.1,x,3.4
CCOC(=O)N1CCN(C(=O)c2cc3n(n2)C(C(F)(F)F)CC(c2ccc4c(c2)OCO4)N3)CC1 (stereo not given),-0.8,-11.7,-1.4,-19.3,27.6,-12.8,-43.9,101.0,-4.6
COc1ccccc1NC1=C(C)C(=O)CC1,-1.0,-0.6,-0.2,-1.9,16.5,0.2,-21.4,103.0,3.5
Cc1ccc(Oc2c(CO)c(-c3ccccc3)nn2C)cc1,-2.2,1.0,-2.1,-4.8,-46.6,11.9,-23.5,101.0,0.3

# Other compounds follow:
SMILES,IMP-1 inhibitor,p-CIP stab down,VIM-2 inh,IDE cell activ,PHOSPHO1 inh,UBC9 SUMO inh,FID counter,MEKK3 PB1 HTS,HCV NS3 hel inh
O=C(NCCC1=CCCCC1)C(=O)NCC1OCCCN1S(=O)(=O)c1ccc(F)cc1 (stereo not given),-2.1,-7.9,-1.2,3.0,57.0,0.5,-6.4,105.0,-12.9
CCOC(=O)N/N=C/c1cn(Cc2ccccc2Cl)c2ccccc12,-0.9,2.9,-3.7,-0.3,-0.5,-14.2,-18.0,96.0,13.0
c1ccc(C2=NNC(c3ccccn3)=NN2)nc1,-7.7,-1.7,1.5,3.7,11.4,19.4,-6.0,97.0,-9.6
Cc1oc(-c2ccccc2Cl)nc1CS(=O)CC(=O)NCc1ccccc1Cl (stereo not given),-2.9,15.0,-2.6,1.0,42.2,-4.3,-50.3,100.0,0.2
Cc1cc2c(c(=O)n1C)C(C(C)C)C(C#N)=C(N)O2 (stereo not given),-1.3,3.4,-0.3,3.5,-7.7,-14.3,2.3,x,-4.9
CCOC(=O)c1c(C)[nH]c(C(=O)C(C)Cl)c1C (stereo not given),-4.8,-10.0,-2.3,-1.0,-7.8,2.1,-0.4,104.0,1.9
O=C(Nc1ccc2ccccc2c1)[C@@H]1C[C@H]1[C@@H](NP(=O)(c1ccccc1)c1ccccc1)c1ccccc1,-1.6,-16.2,-1.6,-4.7,-6.3,2.4,-11.4,107.0,-24.5
CCC(=O)Oc1ccc2c(C)cc(=O)oc2c1C,-1.6,-4.0,-1.4,-1.9,3.6,22.2,-9.6,x,-0.4
Cc1nn(-c2ccccc2)c2nc(-c3ccccc3)cc(C(=O)N3CCOCC3)c12,-3.0,-32.2,-2.3,-0.5,-40.6,2.0,-26.9,105.0,-20.8
Cc1ccc(CCNC(=O)Cc2ccc(NC3=NC4CS(=O)(=O)CC4S3)cc2)cc1 (stereo not given),-3.1,-0.8,-2.7,-21.4,33.4,6.7,-7.3,100.0,12.2
CCn1c(C)cc(/C=C2/NC(=O)N(c3ccccc3)C2=O)c1C,-2.7,-10.3,-0.4,1.2,42.1,12.9,-9.7,96.0,8.7
O=C(CN(Cc1ccc(Cl)cc1)C(=O)CNS(=O)(=O)c1ccc(F)cc1)NCC1CCCO1 (stereo not given),-3.4,0.1,-3.3,-2.9,41.6,-7.8,-34.0,104.0,-2.7
COC(=O)CNC(=O)COc1ccccc1,0.8,-5.6,-1.0,4.5,2.5,2.3,1.0,104.0,-0.2
Cc1ccc(-c2cc(C(=O)N3CCN(C(=O)c4ccco4)CC3)[nH]n2)cc1C,-2.8,0.4,-3.1,2.7,19.1,13.1,-37.2,96.0,-11.7
O=C1CN(C(=O)OCc2ccccc2)c2ccccc2N1,-4.3,-0.6,-2.4,5.1,2.3,-0.4,-12.6,104.0,0.2
Cc1cc(C(=O)N2CCOCC2)ccc1[N+](=O)[O-],-3.0,1.4,-1.5,5.1,49.0,22.0,-0.6,102.0,2.7
COc1cc(C(=S)N2CCCCC2)ccc1OCC(=O)Nc1ccc(F)cc1,0.0,-8.4,-1.4,1.8,11.1,5.2,-34.0,108.0,2.8
COc1ccc(/C=C(\C#N)C(=O)OCC(=O)NCc2ccco2)cc1,1.1,-7.0,1.6,3.7,23.3,-6.9,-12.5,100.0,18.2
CCOC(=O)c1csc(NC(=O)c2ccc(C#N)cc2)n1,-3.3,12.8,-2.5,3.1,48.0,-5.7,-2.9,114.0,-4.0
O=C(c1cccc([N+](=O)[O-])c1)N1CCN(Cc2ccc3c(c2)OCO3)CC1,-2.1,-4.4,-3.5,6.7,8.3,-4.2,-5.3,105.0,3.5
Cc1noc(C)c1C(=O)NCCc1ccc(Cl)cc1,-2.0,0.3,-1.8,4.3,20.9,13.2,-2.7,96.0,-0.2
C/C=C/C(=O)OCc1csc(CC(=O)Nc2ccccc2C)n1,-0.6,-9.7,-0.9,0.0,19.8,-5.3,-12.2,94.0,-3.0

# Part of the list above in order of heavy-atom count, low to high:
SMILES,IMP-1 inhibitor,p-CIP stab down,VIM-2 inh,IDE cell activ,PHOSPHO1 inh,UBC9 SUMO inh,FID counter,MEKK3 PB1 HTS,HCV NS3 hel inh
CCOC(=O)c1c(C)[nH]c(C(=O)C(C)Cl)c1C (stereo not given),-4.8,-10.0,-2.3,-1.0,-7.8,2.1,-0.4,104.0,1.9
c1ccc(C2=NNC(c3ccccn3)=NN2)nc1,-7.7,-1.7,1.5,3.7,11.4,19.4,-6.0,97.0,-9.6
Cc1cc2c(c(=O)n1C)C(C(C)C)C(C#N)=C(N)O2 (stereo not given),-1.3,3.4,-0.3,3.5,-7.7,-14.3,2.3,x,-4.9
CCOC(=O)c1csc(NC(=O)c2ccc(C#N)cc2)n1,-3.3,12.8,-2.5,3.1,48.0,-5.7,-2.9,114.0,-4.0
C/C=C/C(=O)OCc1csc(CC(=O)Nc2ccccc2C)n1,-0.6,-9.7,-0.9,0.0,19.8,-5.3,-12.2,94.0,-3.0
CCOC(=O)N/N=C/c1cn(Cc2ccccc2Cl)c2ccccc12,-0.9,2.9,-3.7,-0.3,-0.5,-14.2,-18.0,96.0,13.0
Cc1oc(-c2ccccc2Cl)nc1CS(=O)CC(=O)NCc1ccccc1Cl (stereo not given),-2.9,15.0,-2.6,1.0,42.2,-4.3,-50.3,100.0,0.2
Cc1ccc(CCNC(=O)Cc2ccc(NC3=NC4CS(=O)(=O)CC4S3)cc2)cc1 (stereo not given),-3.1,-0.8,-2.7,-21.4,33.4,6.7,-7.3,100.0,12.2
O=C(Nc1ccc2ccccc2c1)[C@@H]1C[C@H]1[C@@H](NP(=O)(c1ccccc1)c1ccccc1)c1ccccc1,-1.6,-16.2,-1.6,-4.7,-6.3,2.4,-11.4,107.0,-24.5
